A3A deaminase: blocks human APOBEC3A ssDNA deamination; P31941; recombinant A3A, FAM/TAMRA ssDNA deamination fluorescence; inhibition, % at 20 µM; 330,000 compounds, 0.41% hits; AID 493011;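 active = at least 40% inhibition at 20 µM here, with at most 30% in a related deaminase screen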;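 also: plate controls were A3A with DMSO for no effect and wells lacking A3A enzyme for full effect; some results filed as inactive read as strong as hits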
hIAP block: blocks human intestinal alkaline phosphatase. P09923. purified IAP, CDP-Star luminescence, 30 min. inhibition, % at 10 µM. 330,000 compounds, 0.12% hits;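 active = inhibition reaching a set limit with compound at 10 µM in the primary screen, cut at about 35% in these data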;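 also: plate controls were DMSO wells with enzyme for no effect and no-enzyme buffer wells for full effect; values of inactives mirror those of a sister screen read the other way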
Target sequence (P09923 whole entry, looked up): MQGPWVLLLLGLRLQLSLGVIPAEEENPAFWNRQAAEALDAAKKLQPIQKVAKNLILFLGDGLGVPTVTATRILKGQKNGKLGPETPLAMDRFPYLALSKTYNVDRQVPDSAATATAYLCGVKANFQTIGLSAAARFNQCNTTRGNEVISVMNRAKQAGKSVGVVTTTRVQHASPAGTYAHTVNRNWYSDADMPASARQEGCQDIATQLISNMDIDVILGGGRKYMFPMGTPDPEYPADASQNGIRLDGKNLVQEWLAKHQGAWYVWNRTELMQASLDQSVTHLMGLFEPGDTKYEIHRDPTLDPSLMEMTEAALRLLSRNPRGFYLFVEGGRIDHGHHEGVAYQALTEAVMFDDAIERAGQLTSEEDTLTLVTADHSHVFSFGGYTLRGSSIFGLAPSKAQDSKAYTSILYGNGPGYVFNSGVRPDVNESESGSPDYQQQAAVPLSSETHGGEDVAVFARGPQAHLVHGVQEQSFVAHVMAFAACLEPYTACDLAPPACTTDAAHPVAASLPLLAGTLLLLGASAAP
mIAP act: mouse IAP activation | muIAP, CDP-Star luminescence, 30 min; active compounds read high; 1 = vehicle-only enzyme signal, 0 = enzyme-free wells | activation factor at 10 µM | 330,000 compounds, 0.24% hits;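 active = activation factor of at least 2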; also: the source names both 10 and 20 µM as test concentration; values of inactives mirror those of a sister screen read the other way
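System: mouse IAP enzyme. Reagent: CDP-Star chemiluminescent phosphatase substrate. Benchmarks: DMSO wells, no-enzyme wells. Times: 30 min enzyme-substrate-compound incubation at room temperature. Detection: luminescence from enzymatic CDP-Star hydrolysis. Doses: test compounds delivered from DMSO solution.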
hIAP act: human IAP activation. AID 2524. purified human IAP, CDP-Star luminescence, 30 min; active compounds read high; 1 = vehicle-only enzyme, 0 = enzyme-free background. P09923. 330,000 compounds, 0.16% hits. activation factor at 10 µM;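 active = activation factor of the enzyme at least 2-fold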; also: the source names both 10 and 20 µM as test concentration; values of inactives mirror those of a sister screen read the other way
mIAP inh: blocks mouse intestinal alkaline phosphatase; purified mouse IAP, CDP-Star luminescence, 30 min; inhibition, % at 10 µM; 330,000 compounds, 0.2% hits;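 active = inhibition of at least 40% at 10 µM in the primary screen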;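 also: plate controls were DMSO with enzyme for no effect and no enzyme wells for full effect; values of inactives mirror those of a sister screen read the other way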
MPTP inh: blocks calcium-induced mitochondrial swelling. inhibition, % at 10 µM. isolated mouse mitochondria, Ca2+ swelling absorbance, 30 min. 360,000 compounds, 1.4% hits;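 active = inhibition of 50% or more, scaled per plate between neutral and stimulator controls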;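 also: 0% = DMSO wells given calcium and 100% = 1 mM EGTA wells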
A3G deaminase: blocks human APOBEC3G single-stranded DNA deamination; recombinant A3G, ssDNA deamination FAM/TAMRA fluorescence; inhibition, % at 20 µM; 330,000 compounds, 0.28% hits;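 active = inhibition of at least 40% at 20 µM, with no more than 30% in the related APOBEC3A deaminase screen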;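 also: plate controls were DMSO wells with A3G for no effect and wells lacking A3G enzyme for full effect; some compounds called inactive have numbers as strong as hits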
Target sequence (Q9HC16 whole entry, looked up): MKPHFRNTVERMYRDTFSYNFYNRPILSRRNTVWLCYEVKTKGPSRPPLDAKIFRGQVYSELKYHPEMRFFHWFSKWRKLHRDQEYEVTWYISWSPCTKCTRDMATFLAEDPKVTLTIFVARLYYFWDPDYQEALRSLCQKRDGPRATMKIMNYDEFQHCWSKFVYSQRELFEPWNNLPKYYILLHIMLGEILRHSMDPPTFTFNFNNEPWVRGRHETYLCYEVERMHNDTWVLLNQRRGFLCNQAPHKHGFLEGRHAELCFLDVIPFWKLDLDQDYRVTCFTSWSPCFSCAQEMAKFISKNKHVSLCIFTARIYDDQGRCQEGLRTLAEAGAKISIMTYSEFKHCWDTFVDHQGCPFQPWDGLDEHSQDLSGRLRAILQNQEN
beta cell repl: induces beta-cell replication in MIN6 cells | proliferation, % at 10 µM | MIN6 cells proliferation, ATPlite luminescence, 48 h; cells starved in 0.2% serum; 100% = growth in 10% serum | 330,000 compounds, 0.29% hits | AID 2380;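 active = compounds whose signal lies at least 3.5 SD above the mean of all wells on their plate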;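 also: 0% = DMSO-treated cells in low-serum medium and 100% = 10% serum control; some compounds called inactive have numbers as strong as hits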
NR3A LBD binder: NR3A (human) ligand-binding domain modulation; NR3A LBD differential scanning fluorimetry, Tm shift; 0% = protein alone, 100% = glycine-bound protein; Tm shift relative to glycine control, % at 25 µM; 340,000 compounds, 2.5% hits; AID 1259313;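 active = melting temperature shift of at least 10% of the positive control shift, at one fixed dose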
* marks the source's active call; other numbers are inactive results; x = not tested or not shown. Compounds as they come. About 5% of those tested had a hit in this group.

1) CCOc1cc(NC(=O)c2ccccn2)c(OCC)cc1NC(=O)c1ccc(OC)cc1
2) CNC(=O)c1ccccc1Sc1ccccc1C#N
3) Cc1ccc(NC(=O)COC(=O)CN2CCCCCC2=O)c(C)c1
4) CCCc1nnc(NC(=O)Nc2ccc(OC)cc2)s1
5) COC(=O)c1ccc(OC(=O)CCN2C(=O)C3CCCCC3C2=O)cc1 (stereo not given)
6) COc1cc(NC(=O)c2ccc(NS(=O)(=O)c3c(C)noc3C)cc2)cc(OC)c1
7) COc1ccc(F)cc1S(=O)(=O)NC1CCCC1
8) COc1ccc(OC)c(-n2c(-c3ccccc3)n[nH]c2=S)c1

assay / compound	1	2	3	4	5	6	7	8
A3A deaminase	-2	-1	0	3	6	-1	-9	-3
hIAP block	-4	-9	5	1	2	15	4	-2
mIAP act	0.9	1.1	1	0.92	1	0.99	1	0.85
hIAP act	1	1.1	0.95	0.99	0.98	0.85	0.96	1
mIAP inh	10	-13	-2	8	-1	1	-4	15
MPTP inh	5.5	-0.6	0.1	6.4	-0.5	-0.5	-1.0	1.0
A3G deaminase	-5	0	-2	-6	-5	-3	-6	22
beta cell repl	-4	-3	-2	-1	1	-1	-2	4
NR3A LBD binder	-1	0	0	-10	-9	19*	2	1

The final two compounds of the section before come first, to join the parts.
7) COc1ccc(F)cc1S(=O)(=O)NC1CCCC1
8) COc1ccc(OC)c(-n2c(-c3ccccc3)n[nH]c2=S)c1
9) C/C(=N\NC(=O)c1sccc1-n1cccc1)c1cccs1
10) CC(C)Sc1nc2sc3c(c2c2nnc(SCC(=O)NCc4ccco4)n12)CCCC3
11) Fc1cccc(Nc2ncnc3sc4c(c23)CCC4)c1
12) CCOc1cc(CNCc2cccs2)cc(Br)c1OC
13) Cc1ccc(Cn2nnc3c(=O)n(CC(=O)N4CCCc5ccccc54)cnc32)cc1
14) CC(C)(O)c1cn(-c2nonc2N)nn1
15) Cc1cccc(Nc2nc(N)nc(CCl)n2)c1
16) CCN1C(=O)[C@H]2[C@@H](c3ccc(-c4ccc(F)cc4)cc3)N[C@@](C)(C(=O)OC)[C@H]2C1=O

assay / compound	7	8	9	10	11	12	13	14	15	16
A3A deaminase	-9	-3	-2	15	-3	4	-1	-1	0	3
hIAP block	4	-2	4	-23	-4	-20	-2	2	-6	-4
mIAP act	1	0.85	1	1.1	1.1	0.99	1.1	0.81	0.99	1
hIAP act	0.96	1	0.96	1.2	1	1.2	1	0.98	1.1	1
mIAP inh	-4	15	0	-6	-12	1	-10	19	1	-2
MPTP inh	-1.0	1.0	-0.1	-3.8	0.3	3.5	0.2	-3.7	1.5	-1.1
A3G deaminase	-6	22	11	4	-6	5	-2	-6	1	-2
beta cell repl	-2	4	-3	-5	-3	-3	0	0	-4	0
NR3A LBD binder	2	1	0	-2	13*	0	0	0	-2	-2

Next section, overlapping the part above by four compounds.
13) Cc1ccc(Cn2nnc3c(=O)n(CC(=O)N4CCCc5ccccc54)cnc32)cc1
14) CC(C)(O)c1cn(-c2nonc2N)nn1
15) Cc1cccc(Nc2nc(N)nc(CCl)n2)c1
16) CCN1C(=O)[C@H]2[C@@H](c3ccc(-c4ccc(F)cc4)cc3)N[C@@](C)(C(=O)OC)[C@H]2C1=O
17) COc1ccc(C(=O)NCC(=O)OCC(=O)c2ccc3c(c2)OCCO3)cc1
18) COC(=O)c1cnc(NNS(=O)(=O)c2ccc(C(F)(F)F)cc2)nc1C(F)(F)F
19) CCOC(=O)Cc1cc(-c2ccccc2)nc2ccc3ccccc3c12
20) O=C(COC(=O)c1ccccc1)Nc1ccccc1Sc1ccccc1
21) CC1CCCN(C(=O)COC(=O)Cc2c(F)cccc2Cl)C1 (stereo not given)
22) O=C(CC(Sc1ccc(Br)cc1)C(=O)O)c1ccc(Br)cc1 (stereo not given)
23) CCc1nnc(N/N=C/c2cc(Br)c(O)cc2O)n1N
24) CN(C)c1ccc(/C=C(\C#N)C(=O)OCC(=O)N(C)C2CCS(=O)(=O)C2)cc1 (stereo not given)

assay / compound	13	14	15	16	17	18	19	20	21	22	23	24
A3A deaminase	-1	-1	0	3	-2	-2	-3	-8	1	-3	-2	0
hIAP block	-2	2	-6	-4	20	8	-12	3	-7	8	0	6
mIAP act	1.1	0.81	0.99	1	0.95	0.92	0.97	1	1.1	0.91	0.96	0.77
hIAP act	1	0.98	1.1	1	0.81	0.92	1.1	0.97	1.1	0.92	1	0.94
mIAP inh	-10	19	1	-2	5	8	3	-5	-5	9	4	23
MPTP inh	0.2	-3.7	1.5	-1.1	0.1	2.0	1.3	2.8	1.5	x	0.5	1.9
A3G deaminase	-2	-6	1	-2	-5	-6	-3	-14	-6	5	1	3
beta cell repl	0	0	-4	0	2	-1	-1	-2	-1	-7	-1	-2
NR3A LBD binder	0	0	-2	-2	0	0	-13	6	1	x	-2	1

25) N/C(Cc1nc2ccccc2s1)=N\O
26) CCOc1ccc(NC(=O)CN(C)C(=O)c2cc(S(=O)(=O)N3CCCCC3)ccc2C)cc1OCC
27) CCOC(=O)c1c(C)[nH]c(C)c1S(=O)(=O)NCC(=O)Nc1ccccn1
28) COC(=O)c1c(NS(=O)(=O)c2cccs2)sc2c1CCCC2
29) CCCCN1c2ccccc2N(CCCO)c2cc(C)nnc21
30) Cc1c(NC(C)c2cc(Cl)ccc2O)c(=O)n(-c2ccccc2)n1C (stereo not given)
31) O=C(NCc1ccccc1CN1CCCC1)C1CCN(C(=O)c2ccc(F)cc2)CC1
32) Cn1cc(CN2CCC[C@H]2CO)c(-c2cccc(Cl)c2)n1

assay / compound	25	26	27	28	29	30	31	32
A3A deaminase	-1	-3	-6	-2	-3	-1	-5	2
hIAP block	-2	6	18	1	7	1	11	5
mIAP act	0.86	1	1	0.91	1.1	1	1	1
hIAP act	1	0.94	0.82	0.99	0.93	0.99	0.89	0.95
mIAP inh	14	-4	-5	9	-8	0	0	0
MPTP inh	1.5	-2.5	0.8	1.3	-2.3	10	-0.8	-5.2
A3G deaminase	-10	-12	1	1	-11	-1	-8	-10
beta cell repl	-2	12*	-3	0	-1	-2	-2	3
NR3A LBD binder	-1	1	0	-5	3	2	-1	-1

33) CC1SC(C)C(=O)N(CC(=O)NCc2ccc(F)cc2)C1=O (stereo not given)
34) COc1cccc(C2Nc3ccc4ccccc4c3C3=C2C(=O)CC(C)(C)C3)c1OCC(=O)O (stereo not given)
35) CC(C)CCNC(=O)c1onc(CSc2ccccn2)c1C(=O)NCCC(C)C
36) COc1ccc(NS(=O)(=O)c2cc(NS(=O)(=O)c3cccs3)ccc2C)cc1
37) CCOC(=O)/C(=C\Nc1ccc(OC(F)(F)F)cc1)Sc1ncc(C(F)(F)F)cc1Cl
38) CCOc1ccc(CN2CCNC(=O)C2CC(=O)NCCc2cnccn2)cc1 (stereo not given)
39) COc1cc2c(cc1OC)C(=O)Cc1ccc3c(c1CN(C)CC2)OCO3
40) N#Cc1ccc(OCc2cccc(S(=O)(=O)N3CCOCC3)c2)cc1

assay / compound	33	34	35	36	37	38	39	40
A3A deaminase	-1	-6	0	-3	-2	-1	-5	-1
hIAP block	7	-21	-1	-8	-2	-11	3	1
mIAP act	0.93	1	0.95	0.94	1.1	0.94	1.2	0.97
hIAP act	0.93	1.2	1	1.1	1	1.1	0.97	0.99
mIAP inh	7	-4	4	6	-8	6	-15	3
MPTP inh	0.4	2.2	2.5	0.1	5.9	-1.5	1.3	-1.9
A3G deaminase	-4	-8	-11	2	-6	-3	-11	-6
beta cell repl	1	0	-8	-5	-1	-2	-2	0
NR3A LBD binder	2	0	-15	-3	-8	1	-2	1

41) Cc1ccc(S(=O)(=O)N(C)CC(=O)Nc2ncccc2C)cc1
42) COc1ccccc1N1CCSC1C(N)=O (stereo not given)
43) O=C(NC1CCN(C(=O)N2CCOCC2)CC1)c1ccccc1
44) N#Cc1ccc(NC(=O)C2CC(c3ccc(F)cc3)=NO2)cc1 (stereo not given)
45) CCN1C(=O)C(CC(=O)Nc2cccc(C(C)=O)c2)S/C1=N\c1ccccn1 (stereo not given)
46) CC(C)C(=O)N1CCN(c2ccccc2N)CC1
47) CC(C)c1ccccc1NC(=O)Nc1ccc2c(c1)OCO2
48) COc1ccc(NC(=O)NC2(C(=O)N3CCCCCC3)CCCCC2)cc1

assay / compound	41	42	43	44	45	46	47	48
A3A deaminase	-3	-7	-4	-1	4	9	-3	-1
hIAP block	-2	3	11	6	19	13	-25	4
mIAP act	1	1	1.1	1	0.95	0.89	1.1	1.2
hIAP act	1	0.97	0.89	0.94	0.81	0.87	1.3	0.96
mIAP inh	-3	-4	-12	-1	5	12	-10	-16
MPTP inh	0.1	-0.7	-2.1	-0.3	-0.2	-1.3	-1.8	-0.2
A3G deaminase	-6	-8	-4	-1	-2	-3	-10	-3
beta cell repl	1	-3	0	0	0	0	0	4
NR3A LBD binder	2	-1	2	-3	-3	-1	-3	0

Some values from the entries so far.
`COc1ccc(NC(=O)NC2(C(=O)N3CCCCCC3)CCCCC2)cc1` @ A3G deaminase = -3
`CC(C)c1ccccc1NC(=O)Nc1ccc2c(c1)OCO2` @ A3A deaminase = -3
`N#Cc1ccc(NC(=O)C2CC(c3ccc(F)cc3)=NO2)cc1` (stereo not given) @ mIAP inh = -1
`CCN1C(=O)C(CC(=O)Nc2cccc(C(C)=O)c2)S/C1=N\c1ccccn1` (stereo not given) @ NR3A LBD binder = -3

The listing continues:
49) C=CCN(c1ccccc1)S(=O)(=O)c1cccc(C(=O)NCc2ccncc2)c1
50) Cc1onc(-c2c(Cl)cccc2Cl)c1C(=O)c1c[nH]c(C(=O)NCC2CCCO2)c1 (stereo not given)
51) C[C@@H](NCCc1ccc(O)cc1)[C@@H](O)c1ccc(O)cc1
52) COCCSc1nnc(NC(=O)CSc2ccccc2)s1
53) N#Cc1ccc(C(=O)N(Cc2ccco2)c2c(N)n(Cc3ccccc3)c(=O)[nH]c2=O)cc1
54) COc1cc(OC)cc(C(=O)NCCSC2CCCCC2)c1
55) CCCNc1c(F)c(F)c2c(C)c3ccccc3nc2c1F
56) CC(=O)N/C(=N/c1nc(C)cc(C)n1)Nc1ccc(NC(C)=O)cc1
57) CCc1ccc(N2CC(C(=O)Nc3ccc(S(=O)(=O)N4CCCCC4)cc3)CC2=O)cc1 (stereo not given)

assay / compound	49	50	51	52	53	54	55	56	57
A3A deaminase	-1	4	-4	3	0	1	42*	-1	10
hIAP block	-4	-5	12	14	13	3	-6	17	6
mIAP act	0.96	0.79	0.99	1	1	1.2	0.92	1	1.2
hIAP act	1	1.1	0.88	0.86	0.87	0.97	1.1	0.83	0.94
mIAP inh	4	21	1	-5	-3	-17	8	-4	-19
MPTP inh	2.1	0.2	-0.7	-0.5	-1.7	2.1	-1.5	-1.4	0.6
A3G deaminase	-7	2	-5	-1	-6	-4	-3	-4	-7
beta cell repl	-1	-4	-4	-2	4	0	-7	-1	-3
NR3A LBD binder	0	-1	2	-6	0	0	-5	2	1

Assay outcomes (PubChem)
